RGS4 inhibitor: blocks human RGS4-accelerated GTP hydrolysis; P49798; Transcreener GDP fluorescence polarization, RGS4-accelerated GTP hydrolysis; actives 0.039% (n = 390,000); Potency, µM (top dose mostly 114 µM), for the others: at the highest dose activity change, negative = inhibition, most hits filed as inhibitors; also: potency is read from the fitted curve at half-maximal effect; % is scaled to controls: 0 for no effect and ±100 for the full control effect; nearly all actives have a fitted effect of over 75% in size; some results filed as inactive show a strong effect at the top dose
Target sequence (P49798 whole entry, looked up): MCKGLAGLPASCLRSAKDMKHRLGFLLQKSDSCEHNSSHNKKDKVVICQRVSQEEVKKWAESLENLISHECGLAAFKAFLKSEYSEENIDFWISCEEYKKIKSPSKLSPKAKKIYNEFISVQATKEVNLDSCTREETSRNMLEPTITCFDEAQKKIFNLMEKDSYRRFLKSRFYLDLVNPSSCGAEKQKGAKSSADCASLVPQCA
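MLSMR compounds (23 nl, pin-transferred) preincubated 10 min at room temperature with a 500nM (2x) first reagent, then RGS4 at 900nM (2x) plus Transcreener GDP mix added; fluorescence polarization (620/688 nm) read before and after 90 min at 30 °C.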
TrxR1 inh: rat TrxR1 inhibition. recombinant rTrxR1, NADPH fluorescence consumption, selenite substrate. O89049. Potency, µM (top dose mostly 114 µM), for inactives: at the highest dose activity change, negative = inhibition, usual class: inhibitors. actives 1% (n = 390,000); also: potency is read from the fitted curve at half-maximal effect; % is scaled to controls: 0 for no effect and ±100 for the full control effect; nearly all actives have a fitted effect of over 65% in size
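Rat TrxR1 (90 nM in the dispensed reagent) was pre-reduced with 400 uM NADPH for 5 min at room temperature, then incubated with compound for 15 min. After 400 uM selenite was added, NADPH fluorescence (Ex 340/Em 450 nm) was followed for 8 min.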
mIDH1 inhibitor: inhibitors of human mutant IDH1 R132H; IDH1-R132H enzyme, NADPH consumption, diaphorase/resazurin fluorescence; actives 0.093% (n = 390,000); Potency, µM (top dose mostly 76.6 µM), without a hit: at the highest dose activity change, negative = inhibition, hits mostly inhibitors; O75874; also: potency is read from the fitted curve at half-maximal effect; % is scaled to controls: 0 for no effect and ±100 for the full control effect; nearly all actives have a fitted effect of over 65% in size
Target sequence (O75874 whole entry R132H, stated change not applied): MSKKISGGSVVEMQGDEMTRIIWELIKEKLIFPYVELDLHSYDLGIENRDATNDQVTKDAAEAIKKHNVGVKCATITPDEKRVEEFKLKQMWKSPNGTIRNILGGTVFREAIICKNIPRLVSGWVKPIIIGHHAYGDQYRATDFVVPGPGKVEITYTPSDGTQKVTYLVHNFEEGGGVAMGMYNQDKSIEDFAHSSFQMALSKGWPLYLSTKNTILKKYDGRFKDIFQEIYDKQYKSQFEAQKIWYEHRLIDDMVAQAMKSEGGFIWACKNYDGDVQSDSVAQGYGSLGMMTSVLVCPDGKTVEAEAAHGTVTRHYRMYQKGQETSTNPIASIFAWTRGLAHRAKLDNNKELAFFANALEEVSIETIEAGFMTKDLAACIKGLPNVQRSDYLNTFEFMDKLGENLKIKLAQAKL
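IDH1-R132H (0.5 ug/mL) preincubated 30 min with compound, then NADPH (0.016 mM) and alpha-KG (2 mM) added; 80 min at RT, pH 7.5. Remaining NADPH coupled via diaphorase/resazurin to fluorescence (540/590 nm); concentration-response curves normalized to no-enzyme control.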
Vif-A3F inh: blocks the Vif interaction with APOBEC3F; Potency, µM (series often up to 46.1 µM), for the others: top-dose activity, negative = active; HeLa A3F-eYFP + Vif (tagged APOBEC3F with the HIV-1 protein that degrades it), YFP fluorescence increase; actives 0.2% (n = 390,000); AID 602313; also: potency is read from the fitted curve at half-maximal effect; % of control where 0% means no effect; nearly all actives have a fitted effect of over 65% in size
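HeLa cells stably expressing A3F-eYFP plus Vif, plated and incubated overnight at 37 deg C, then exposed to compounds overnight at 37 deg C. Blocked degradation read as raised yellow fluorescence (Ex 488/Em 500-530).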
Vif-APOBEC3G blk: inhibitors of Vif-APOBEC3G interaction | Potency, µM (doses to about 46.1 µM), inactives show at the highest dose activity, negative = active, actives largely listed as inhibitors | Q9HC16 | actives 0.076% (n = 410,000) | HeLa A3G-eYFP + Vif (tagged APOBEC3G with the HIV-1 protein that degrades it), YFP fluorescence, overnight | AID 602310;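 also: potency is read from the fitted curve at half-maximal effect; % is scaled to controls: 0 for no effect and ±100 for the full control effect; nearly all actives have a fitted effect of over 60% in size; hits raise eYFP signal because A3G escapes Vif-driven loss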
Target sequence (Q9HC16 whole entry, looked up): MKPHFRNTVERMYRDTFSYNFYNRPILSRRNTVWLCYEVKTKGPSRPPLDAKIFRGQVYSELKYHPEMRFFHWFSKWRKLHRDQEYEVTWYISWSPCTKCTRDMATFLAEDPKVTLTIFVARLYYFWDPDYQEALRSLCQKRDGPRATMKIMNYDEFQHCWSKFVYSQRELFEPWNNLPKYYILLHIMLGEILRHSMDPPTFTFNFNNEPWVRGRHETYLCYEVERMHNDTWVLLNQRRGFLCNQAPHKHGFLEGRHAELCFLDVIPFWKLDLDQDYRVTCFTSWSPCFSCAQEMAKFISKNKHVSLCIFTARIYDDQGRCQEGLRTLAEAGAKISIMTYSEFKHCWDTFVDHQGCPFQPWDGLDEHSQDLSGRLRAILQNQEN
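Read-out is eYFP fluorescence (Ex 488/Em 500-530) from Vif-expressing HeLa A3G-eYFP cells; more signal means A3G escaped Vif-mediated degradation. Cells plated overnight, compound pinned in, incubated overnight at 37 deg C.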
USP1-UAF1 inh: inhibitors of human USP1/UAF1 deubiquitinase | O94782 | recombinant USP1/UAF1, Ub-Rhodamine cleavage fluorescence | actives 0.23% (n = 390,000) | Potency, µM (top dose mostly 57.1 µM), for inactives: at the highest dose activity change, negative = inhibition, hits mostly inhibitors; also: potency is read from the fitted curve at half-maximal effect; % is scaled to controls: 0 for no effect and ±100 for the full control effect; nearly all actives have a fitted effect of over 60% in size; inactives centre near -12
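USP1/UAF1 complex at 1 nM was preincubated with compound for 15 min at room temperature, then Ub-Rho substrate (150nM final) was added. Fluorescence (480/540 nm) was read kinetically, 6 reads every 60 seconds.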
Glioma ERSR ind: ER stress response induction in glioma. U87-MG GRP78 promoter luciferase reporter, 16 h. Potency, µM, without a hit: at the highest dose activation, actives largely listed as activators. actives 0.02% (n = 420,000). AID 602332; also: potency is read from the fitted curve at half-maximal effect; series mostly up to about 76 µM; % of control where 0% means no effect; nearly all actives have a fitted effect of over 35% in size
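Stably transfected U87-MG human glioma cells carrying a GRP78-based luminescent sensor were seeded at 1000 cells/well, pin-dosed with compounds and incubated 16 h. Luciferase reagent was then added, and end-point luminescence was read after 10 min at room temperature.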
LDHA block: blocks human lactate dehydrogenase A; P00338; purified LDHA, NADH/diaphorase-resazurin fluorescence; hits give low values; activity change, % (values are at about 110 or 230 µM); actives 0.15% (n = 480,000); AID 1347041; in the data active = activity change below about -30%; inconclusive = mostly about -25% to -30%;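 also: plate controls were DMSO wells for no effect and wells without enzyme for full effect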
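Enzyme activity of human lactate dehydrogenase 5 (2 nM; 0.06 mM NADH, 0.2 mM pyruvate, 5 min, RT) is measured via a resazurin/diaphorase fluorescence readout of residual NADH.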
TrxR1 substrate: substrates of rat thioredoxin reductase 1; Potency, µM (highest dose often 114 µM), for the others: top-dose activity change, negative = substrate turnover; purified TrxR1 substrate turnover, NADPH consumption readout; O89049; AID 588456; actives 0.01% (n = 390,000); also: potency is read from the fitted curve at half-maximal effect; % is scaled to controls: 0 for no effect and ±100 for the full control effect; nearly all actives have a fitted effect of over 50% in size
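Rat TrxR1, dispensed at 90 nM, was prereduced with 400 uM NADPH (final) for 5 min at ~22 deg C, then incubated with compound 15 min before 400 uM selenite. A first-read NADPH fluorescence drop versus no-compound background flagged substrates.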
An asterisk follows results filed as active; ? = inconclusive; · = not tested or not shown; [ ] = dose if it differs, or a comment. Unless noted, calls follow the shape of the dose curve; as a rule, active = well fitted curve in the direction sought with a large enough effect; inconclusive = small, poorly fitted or top-dose-only effect, or another doubt; inactive = no such curve, though single readings can be large; an effect the other way counts as inactive or inconclusive.

Values run as follows: RGS4 inhibitor	TrxR1 inh	mIDH1 inhibitor	Vif-A3F inh	Vif-APOBEC3G blk	USP1-UAF1 inh	Glioma ERSR ind	LDHA block	TrxR1 substrate
- CCC(=O)OCCNc1cc(Sc2nccn2C)c2nonc2c1[N+](=O)[O-]
→ ?	0.28µM*	5%	8%	-21%	-14%	-15%	11	-7%
- COC(=O)C(Cc1ccc(O)cc1)NC(=O)C(C)Oc1ccccc1 (stereo not given)
→ 23%	9%[57.1 µM]	3%	6%	0%	-7%	-3%	-4	3%[57.1 µM]
- O=C(O)C(=Cc1ccc([N+](=O)[O-])cc1)c1cccc(Cl)c1
→ ·	·	-1%	1%	-6%	-30%	-5%	-4	·
- CC1CCN(C(=O)CSc2ccc(-c3ccc(F)cc3)nn2)CC1
→ 5%	-9%	1%	3%	3%	4%	0%	-8	-11%
- O=C(O)CCc1ccc(-c2ccccc2)n1NC(=O)c1ccco1
→ -19%	-39%	12%	2%	1%	-13%	-4%	-2	6%
- COc1ccc(Cl)cc1C(=O)NC1CC(C)(C)NC(C)(C)C1
→ ·	·	-1%	-3%	0%	-7%	-6%	-12	·
- Cc1ccc(C(=O)Nc2ccncc2)cc1[N+](=O)[O-]
→ 32%	20%	-6%	-10%	-13%	-6%	3%	1	-2%
- CCOC(=O)c1ccc(N2C(=O)c3n[nH]c(C)c3C2c2cccnc2)cc1 (stereo not given)
→ -21%	-13%	3%	-10%	2%	-6%	0%	1	-3%
- O=c1c2ccccc2nc(SCc2nc(-c3ccccc3)no2)n1-c1ccc(F)cc1
→ 2%	18%	9%	-5%	-7%	-26%	-3%	0	-4%
- O=C(Cc1ccccc1)NC(=S)Nc1ccc(OC(F)F)cc1
→ -41%	?	-10%	-3%	-4%	-25%	4%	-4	2%
- Cc1ccc2c(c1)c(=O)c1ccccc1n2CCCC(=O)Nc1ccc(F)cc1F
→ 14%	33%[activator]	19%	-14%	4%	-19%	-3%	-6	51%[activator]
- Cn1cccc1C(=O)OCC(=O)NNC(=O)c1ccc([N+](=O)[O-])cc1
→ 14%	6%	3%	6%	-3%	-20%	-2%	-5	0%
- CCC(=O)c1cc(F)c(N2CCN(C(=O)Cc3ccccc3)CC2)cc1C
→ -10%[11.4 µM]	-9%	9%	3%	0%	-8%	-1%	-3	-9%
- S=c1[nH]nc(COc2ccccc2)n1/N=C/c1cccnc1
→ -24%	?	3%	0%	1%	-7%	-5%	-1	-7%
- CC(CC(=O)N(CCC1=CCCCC1)c1c(N)n(Cc2ccccc2)c(=O)[nH]c1=O)c1ccccc1 (stereo not given)
→ 0%	21%	-1%	8%	-11%	-1%	-4%	-10	5%
- CCc1cccc(Nc2cc(C)nc3ncnn23)c1
→ ?	6%[57.1 µM]	5%	-12%	0%	-5%	-1%	2	7%[57.1 µM]
- CCC(CC)c1ncc[nH]1
→ -5%	-4%[2.29 µM]	-12%	0%	1%	-13%	-9%	-4	-7%[2.29 µM]
- Cn1c2ccccc2c2cc(C(=O)N3CCN(CCO)CC3)sc21
→ 6%	-17%	2%	3%	1%	-10%	10%	-3	-6%
- COc1nc(C)nc(C)c1Oc1ccc(Cl)cc1Cl
→ 7%	12%[57.1 µM]	6%	8%	2%	-15%	-1%	-11	0%[57.1 µM]
- C=CCN(c1ccccc1OC)S(=O)(=O)c1cccc(C(=O)OC2CCOC2=O)c1 (stereo not given)
→ -4%	31%	-2%	4%	3%	-4%	-2%	-7	3%
- CC(C)C12CN3CC(C(C)C)(CN(C1)C3c1ccccc1O)C2=O (stereo not given)
→ -23%	-9%	8%	·	1%	-6%	-3%	4	-9%
- O=[N+]([O-])CC(c1ccccc1)P(=O)(c1ccccc1)c1ccccc1 (stereo not given)
→ 8%	1%	-6%	-6%	1%	-21%	-4%	-4	4%
- CCOC(=O)c1ccccc1NC(=O)CSc1ncc(CO)n1Cc1ccc(C)cc1
→ -15%	20%[57.1 µM]	0%	2%	1%	3%	1%	4	1%[57.1 µM]
- CN(C(=O)c1cccc(NC(=O)C2CCCN(C(=O)OC(C)(C)C)C2)c1)C1CCCC1 (stereo not given)
→ 4%	13%	10%	-5%	2%	-20%	-4%	-3	2%
- O=C(c1ccc(N2CCCCC2)c([N+](=O)[O-])c1)N(c1ccccn1)c1ccccn1
→ -5%	11%[57.1 µM]	3%	8%	0%	-9%	-2%	-12	3%[57.1 µM]
- CCOC(=O)CSc1nc2c(sc(=S)n2-c2ccc(OCC)cc2)c(=O)[nH]1
→ -34%	12%[11.4 µM]	1%	19%	0%	-13%	1%	-2	0%[11.4 µM]
- CCCOC(=O)Nc1cc(OC)ccc1[N+](=O)[O-]
→ 2%[56.9 µM]	-1%	2%	3%	-6%	0%	8%	-2	-5%
- CC(=O)Nc1ccc(S(=O)(=O)N2CCc3c(Cl)cccc3C2)cc1
→ -1%	20%	15%	0%	0%	-3%	-5%	-2	10%
- COc1ccc(COCC(O)CN2CCC(C(N)=O)CC2)cc1OC (stereo not given)
→ -15%	16%	0%	-15%	1%	-20%	-6%	-4	5%
- Cc1ccc(Cn2c(=O)c3ccccc3n3nc(C)cc23)cc1
→ -34%	27%	14%	-6%	-6%	-21%	7%	-1	-4%[57.1 µM]
- CC(C)(O)C#Cc1ccc(C(=O)N2CCCC(CCC(=O)NCc3ccccc3F)C2)cc1 (stereo not given)
→ 33%	-3%	-8%	0%	-10%	-10%	0%	-17	-10%
- COc1cc2cc(C(C)(C)O)oc(=O)c2cc1OC
→ 3%	9%	-14%	0%	-12%	-22%	-1%	1	6%
- Cc1ccc(CNC(=O)CSc2ncc(S(=O)(=O)c3ccc(C)c(Cl)c3)c(=O)[nH]2)cc1
→ -10%	20%[57.1 µM]	-17%	6%	2%	-31%	-5%	-4	2%[57.1 µM]
- CC(=O)Nc1cccc(NC(=O)CSc2nccn2Cc2ccc(F)cc2)c1
→ -16%	19%	-1%	0%	1%	-29%	-1%	-1	5%
- CCN(Cc1ccccc1)C(=O)Cn1c(=O)n(-c2cccc(C)c2)c(=O)c2c1c1cc(C)ccc1n2C
→ -8%	21%	0%	-3%	-2%	-13%	1%	-8	23%
- S=C(Nc1ccc2cn[nH]c2c1)Nc1ccccc1Cl
→ -21%	?	4%	-1%	0%	-18%	5%	7	-7%

Arranged by count of non-hydrogen atoms (rising): part of the list above
Values run as follows: RGS4 inhibitor	TrxR1 inh	mIDH1 inhibitor	Vif-A3F inh	Vif-APOBEC3G blk	USP1-UAF1 inh	Glioma ERSR ind	LDHA block	TrxR1 substrate
- CCC(CC)c1ncc[nH]1
→ -5%	-4%[2.29 µM]	-12%	0%	1%	-13%	-9%	-4	-7%[2.29 µM]
- COc1cc2cc(C(C)(C)O)oc(=O)c2cc1OC
→ 3%	9%	-14%	0%	-12%	-22%	-1%	1	6%
- S=c1[nH]nc(COc2ccccc2)n1/N=C/c1cccnc1
→ -24%	?	3%	0%	1%	-7%	-5%	-1	-7%
- O=C(Cc1ccccc1)NC(=S)Nc1ccc(OC(F)F)cc1
→ -41%	?	-10%	-3%	-4%	-25%	4%	-4	2%
- CC(=O)Nc1ccc(S(=O)(=O)N2CCc3c(Cl)cccc3C2)cc1
→ -1%	20%	15%	0%	0%	-3%	-5%	-2	10%
- COc1ccc(COCC(O)CN2CCC(C(N)=O)CC2)cc1OC (stereo not given)
→ -15%	16%	0%	-15%	1%	-20%	-6%	-4	5%
- CCOC(=O)CSc1nc2c(sc(=S)n2-c2ccc(OCC)cc2)c(=O)[nH]1
→ -34%	12%[11.4 µM]	1%	19%	0%	-13%	1%	-2	0%[11.4 µM]
- CC(=O)Nc1cccc(NC(=O)CSc2nccn2Cc2ccc(F)cc2)c1
→ -16%	19%	-1%	0%	1%	-29%	-1%	-1	5%
- O=C(c1ccc(N2CCCCC2)c([N+](=O)[O-])c1)N(c1ccccn1)c1ccccn1
→ -5%	11%[57.1 µM]	3%	8%	0%	-9%	-2%	-12	3%[57.1 µM]
- CN(C(=O)c1cccc(NC(=O)C2CCCN(C(=O)OC(C)(C)C)C2)c1)C1CCCC1 (stereo not given)
→ 4%	13%	10%	-5%	2%	-20%	-4%	-3	2%
- CC(CC(=O)N(CCC1=CCCCC1)c1c(N)n(Cc2ccccc2)c(=O)[nH]c1=O)c1ccccc1 (stereo not given)
→ 0%	21%	-1%	8%	-11%	-1%	-4%	-10	5%
- CCN(Cc1ccccc1)C(=O)Cn1c(=O)n(-c2cccc(C)c2)c(=O)c2c1c1cc(C)ccc1n2C
→ -8%	21%	0%	-3%	-2%	-13%	1%	-8	23%

An excerpt; count on the stated rates, not on these rows.
